# Source: PubChem
# hERG WT inh = qHTS for Inhibitors of KCHN2 3.1: Wildtype qHTS. Voltage-gated inwardly rectifying potassium channel KCNH2 (Homo sapiens), Q12809. AID 720551, 2013. hit rate 0.37% among 340,000. U2OS, BacMam KCNH2, thallium flux FluxOr; hits give low values. activity change, % at 1.84 µM;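 active means maximum activity change below -70%; inconclusive means maximum activity change between -70% and -50%; inactive means maximum activity change above -50%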; further: on the % scale 0 is the no-effect control and ±100 the full control effect
#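 U2OS cells transduced with wild-type KCNH2 virus are loaded with FluxOr dye for 45 min, and thallium flux is measured in kinetic reads before and after stimulation buffer. Rate constants are normalized to DMSO controls.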
# CXXC DNA block = qHTS Fluorescence Polarization Assay for Inhibitors of MLL CXXC domain - DNA interaction; MLL-CXXC / FITC-HOXA9 DNA fluorescence polarization; Potency, µM (highest dose often 115 µM), without a hit: top-dose activity change, negative = inhibition, actives largely listed as inhibitors; hit rate 0.037% among 290,000; AID 2662, 2010; active means well fitted inhibition curve with a large enough effect in the polarisation, with a control signal flat, not every such curve was filed as active; inconclusive means small, poorly fitted or top-dose-only effect, or effect the other way, or a change in a side signal; inactive means no such curve, though single readings can be large or run the other way; the % refers to the polarisation; further: potency means the concentration at half of the fitted maximal effect
# Target sequence (Q03164 whole entry, looked up, the tested form may be a part): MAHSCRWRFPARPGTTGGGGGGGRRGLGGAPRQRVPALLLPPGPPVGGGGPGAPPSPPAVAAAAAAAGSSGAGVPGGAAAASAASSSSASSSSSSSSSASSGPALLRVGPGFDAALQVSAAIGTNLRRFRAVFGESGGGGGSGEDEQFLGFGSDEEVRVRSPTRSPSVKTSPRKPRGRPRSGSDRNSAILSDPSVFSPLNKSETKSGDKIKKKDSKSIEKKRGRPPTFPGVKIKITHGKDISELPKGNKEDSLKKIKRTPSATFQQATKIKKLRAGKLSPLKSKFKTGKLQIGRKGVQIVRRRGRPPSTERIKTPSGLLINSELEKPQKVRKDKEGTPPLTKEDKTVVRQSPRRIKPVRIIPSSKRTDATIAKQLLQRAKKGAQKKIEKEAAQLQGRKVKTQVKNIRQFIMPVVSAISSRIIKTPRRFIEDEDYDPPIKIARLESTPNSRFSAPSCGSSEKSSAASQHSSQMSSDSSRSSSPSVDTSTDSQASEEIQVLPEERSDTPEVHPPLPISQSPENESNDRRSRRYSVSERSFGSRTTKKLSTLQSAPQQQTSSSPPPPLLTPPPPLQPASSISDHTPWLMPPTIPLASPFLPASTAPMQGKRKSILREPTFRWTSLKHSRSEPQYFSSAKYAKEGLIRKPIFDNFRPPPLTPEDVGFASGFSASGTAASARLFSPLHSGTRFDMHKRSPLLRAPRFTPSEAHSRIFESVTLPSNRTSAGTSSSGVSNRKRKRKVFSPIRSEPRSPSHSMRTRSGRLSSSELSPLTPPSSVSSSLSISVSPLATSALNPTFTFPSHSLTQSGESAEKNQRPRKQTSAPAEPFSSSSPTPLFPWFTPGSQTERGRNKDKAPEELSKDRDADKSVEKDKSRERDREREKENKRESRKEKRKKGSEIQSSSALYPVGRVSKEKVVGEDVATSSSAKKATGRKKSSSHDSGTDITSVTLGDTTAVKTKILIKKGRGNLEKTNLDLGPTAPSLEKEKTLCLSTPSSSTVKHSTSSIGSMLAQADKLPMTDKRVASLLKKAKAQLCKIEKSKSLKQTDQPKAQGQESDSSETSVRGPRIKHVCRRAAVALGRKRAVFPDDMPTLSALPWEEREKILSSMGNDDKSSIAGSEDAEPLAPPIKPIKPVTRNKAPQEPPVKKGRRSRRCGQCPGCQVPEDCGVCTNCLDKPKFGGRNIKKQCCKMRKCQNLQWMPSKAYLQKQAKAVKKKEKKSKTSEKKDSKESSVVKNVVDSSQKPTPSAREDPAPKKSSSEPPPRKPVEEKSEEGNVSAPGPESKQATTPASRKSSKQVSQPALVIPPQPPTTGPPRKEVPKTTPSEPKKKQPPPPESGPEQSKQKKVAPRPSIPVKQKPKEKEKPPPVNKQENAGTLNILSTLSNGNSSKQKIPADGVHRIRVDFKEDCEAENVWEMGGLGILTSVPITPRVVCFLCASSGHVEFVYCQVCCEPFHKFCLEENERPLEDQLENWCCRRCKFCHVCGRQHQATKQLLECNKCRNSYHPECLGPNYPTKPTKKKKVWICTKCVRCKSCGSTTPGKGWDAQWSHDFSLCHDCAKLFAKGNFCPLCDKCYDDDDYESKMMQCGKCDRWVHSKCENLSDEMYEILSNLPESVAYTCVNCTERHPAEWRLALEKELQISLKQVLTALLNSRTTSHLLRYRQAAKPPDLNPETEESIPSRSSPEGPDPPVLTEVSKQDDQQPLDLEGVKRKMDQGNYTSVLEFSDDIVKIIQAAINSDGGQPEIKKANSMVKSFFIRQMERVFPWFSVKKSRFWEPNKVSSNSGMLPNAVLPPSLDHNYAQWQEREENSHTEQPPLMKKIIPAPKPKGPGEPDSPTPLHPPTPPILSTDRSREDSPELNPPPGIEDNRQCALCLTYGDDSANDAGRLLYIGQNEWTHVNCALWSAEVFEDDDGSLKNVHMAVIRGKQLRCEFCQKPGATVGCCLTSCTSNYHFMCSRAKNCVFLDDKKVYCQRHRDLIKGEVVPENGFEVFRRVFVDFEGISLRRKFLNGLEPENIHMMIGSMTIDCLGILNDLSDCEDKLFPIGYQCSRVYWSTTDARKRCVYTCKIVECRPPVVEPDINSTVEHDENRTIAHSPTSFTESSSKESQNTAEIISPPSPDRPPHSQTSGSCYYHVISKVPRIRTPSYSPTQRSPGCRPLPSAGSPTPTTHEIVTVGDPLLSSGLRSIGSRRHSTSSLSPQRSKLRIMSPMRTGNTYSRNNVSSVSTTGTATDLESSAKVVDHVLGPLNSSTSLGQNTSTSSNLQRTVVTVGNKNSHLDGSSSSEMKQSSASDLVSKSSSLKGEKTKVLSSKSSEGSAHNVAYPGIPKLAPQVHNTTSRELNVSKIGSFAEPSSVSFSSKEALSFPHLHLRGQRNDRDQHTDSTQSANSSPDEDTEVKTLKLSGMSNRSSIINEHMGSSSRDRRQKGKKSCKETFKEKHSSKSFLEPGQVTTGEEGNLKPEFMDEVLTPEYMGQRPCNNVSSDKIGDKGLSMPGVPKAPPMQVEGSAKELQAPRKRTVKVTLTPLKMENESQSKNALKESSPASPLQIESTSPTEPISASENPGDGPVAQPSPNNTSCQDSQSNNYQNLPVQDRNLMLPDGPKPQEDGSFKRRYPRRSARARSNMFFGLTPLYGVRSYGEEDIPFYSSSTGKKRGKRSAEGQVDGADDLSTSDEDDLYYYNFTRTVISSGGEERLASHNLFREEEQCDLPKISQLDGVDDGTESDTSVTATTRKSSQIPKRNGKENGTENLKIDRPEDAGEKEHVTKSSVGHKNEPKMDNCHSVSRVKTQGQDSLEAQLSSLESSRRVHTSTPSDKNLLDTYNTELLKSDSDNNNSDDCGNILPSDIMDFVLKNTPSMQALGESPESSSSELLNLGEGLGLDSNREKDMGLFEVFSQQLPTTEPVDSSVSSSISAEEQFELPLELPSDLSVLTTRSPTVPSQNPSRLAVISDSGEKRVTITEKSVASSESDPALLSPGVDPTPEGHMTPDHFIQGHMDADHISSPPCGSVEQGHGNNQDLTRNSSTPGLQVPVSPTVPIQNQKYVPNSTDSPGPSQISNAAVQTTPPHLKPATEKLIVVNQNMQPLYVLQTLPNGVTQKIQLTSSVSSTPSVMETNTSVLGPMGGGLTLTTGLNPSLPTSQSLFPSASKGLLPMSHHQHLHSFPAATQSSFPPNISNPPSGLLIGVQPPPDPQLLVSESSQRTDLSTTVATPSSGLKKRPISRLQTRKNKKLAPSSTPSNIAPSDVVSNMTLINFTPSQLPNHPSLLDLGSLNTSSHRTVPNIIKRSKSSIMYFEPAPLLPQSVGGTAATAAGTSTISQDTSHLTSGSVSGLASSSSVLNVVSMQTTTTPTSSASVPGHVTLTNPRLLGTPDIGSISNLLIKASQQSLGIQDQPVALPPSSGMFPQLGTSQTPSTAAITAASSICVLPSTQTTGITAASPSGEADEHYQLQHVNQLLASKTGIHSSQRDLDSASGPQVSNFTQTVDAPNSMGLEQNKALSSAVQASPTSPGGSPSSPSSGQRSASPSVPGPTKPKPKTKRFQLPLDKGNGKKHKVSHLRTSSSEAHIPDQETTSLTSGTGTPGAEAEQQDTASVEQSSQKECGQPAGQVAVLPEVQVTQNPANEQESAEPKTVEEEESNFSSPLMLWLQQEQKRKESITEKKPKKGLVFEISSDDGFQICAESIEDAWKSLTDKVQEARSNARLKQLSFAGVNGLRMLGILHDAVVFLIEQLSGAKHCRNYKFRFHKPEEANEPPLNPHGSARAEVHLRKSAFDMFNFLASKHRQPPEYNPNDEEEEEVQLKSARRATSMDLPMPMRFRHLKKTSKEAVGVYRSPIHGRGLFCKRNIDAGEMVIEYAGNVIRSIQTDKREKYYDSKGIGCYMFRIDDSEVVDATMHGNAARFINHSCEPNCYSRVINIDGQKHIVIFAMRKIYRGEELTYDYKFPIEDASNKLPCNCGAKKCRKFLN
#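 Purified MLL-CXXC (added from a 7 uM solution) was preincubated 5 min at ambient with pinned compounds in 50 mM Tris-HCl pH 7.5, 50 mM NaCl, 1 mM DTT, 0.05% BSA. Fluorescein-labeled HOX-A9 DNA (50 nM solution) followed, 30 min, then polarization read.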
# A-T KAP1 phos = qHTS Assay for Identifying a Potential Treatment of Ataxia-Telangiectasia; […] A-T fibroblasts, KAP-1 phosphorylation AlphaLISA; neocarzinostatin DNA damage 30 min before lysis; Potency, µM (top dose mostly 57.5 µM), for the others: at the top dose activation, actives largely listed as activators; hit rate 0.19% among 320,000; AID 485349, 2010; further: potency means the concentration at half of the fitted maximal effect; % of control where 0% means no effect; nearly all actives have a fitted effect of over 45% in size
#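 hTERT-immortalized A-T patient fibroblasts ([…]), 500 cells/well in OPTI-MEM, 1% FBS, got compounds for 60 min, then NCS for 30 min at 37C. Lysates were then assayed for phospho-KAP-1 by AlphaLISA (anti-pKAP1 donor, anti-KAP1 acceptor beads), 6 hr at 25C.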
# a7 integrin act = qHTS for Activators of Integrin-Mediated Alleviation for Muscular Dystrophy | alpha7betagal myoblasts, beta-gal FDG fluorescence, 48 h | Potency, µM (series often up to 38.3 µM), without a hit: at the top dose activation, most hits filed as activators | hit rate 0.064% among 350,000 | AID 624291, 2012;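 further: potency means the concentration at half of the fitted maximal effect; 100% = response of the positive control SU9516; nearly all actives have a fitted effect of over 60% in size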
#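 alpha7betagal+/- myoblasts (passage 13, 250/well) treated 48 h at 37C with compounds at 1:260 dilution of DMSO stock. Lysed, then beta-galactosidase activity read as FDG fluorescence (ex 480/em 540) after 30 min, with pre-read for autofluorescence.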
# ASM inhibitor = Inhibitors of Secretory Acid Sphingomyelinase (S-ASM): qHTS. Sphingomyelin phosphodiesterase (Homo sapiens), P17405. placental ASM, HMU-PC fluorogenic substrate, 60 min. Potency, µM (titrated, usually from 57.5 µM), for the others: top-dose activity change, negative = inhibition, usual class: inhibitors. hit rate 0.006% among 340,000; further: potency means the concentration at half of the fitted maximal effect
#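 Human placenta-derived ASM enzyme was preincubated with compound for 10 minutes at room temperature, then given fluorogenic substrate HMU-PC0 (9 uM final) for 60 minutes at 37 °C; a pH 10 stop preceded fluorescence reading at Ex 386/Em 447 nm.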
# KCNH2 3.1 block = qHTS for Inhibitors of KCHN2 3.1: Mutant qHTS. Potassium voltage-gated channel subfamily H member 2, brain isoform KCNH2 3.1 (human). U2OS KCNH2 3.1, thallium flux FluxOr; hits give low values. activity change, % (tested at about 1.8 µM). hit rate 0.95% among 340,000;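 active means maximum activity change below -70%; inconclusive means maximum activity change from -70% to -50%; inactive means maximum activity change above -50%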;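 further: thallium influx rate constant from kinetic fluorescence after stimulation buffer; on the % scale 0 is the no-effect control and ±100 the full control effect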
#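 Kinetic fluorescence (2 min after stimulation buffer) measures Tl+ influx through KCNH2 3.1 expressed by viral transduction in U2OS cells; the rate constant is normalized against DMSO controls serving as positive and negative references.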
# MBNL1-CUG inh = qHTS Assay for Inhibitors of MBNL1-poly(CUG) RNA binding. Muscleblind-like protein 1 (Homo sapiens), Q9NR56. hit rate 0.036% among 280,000. TR-FRET MBNL1-His/biotin-(CUG)12 binding, 665/545 ratio. Potency, µM (titrated, usually from 57.5 µM), without a hit: at the top dose activity change, negative = inhibition, hits mostly inhibitors; active means well fitted inhibition curve with a large enough effect in the signal ratio, with a control signal flat, not every such curve was filed as active; inconclusive means small, poorly fitted or top-dose-only effect, or effect the other way, or a change in a side signal; inactive means no such curve, though single readings can be large or run the other way; the % refers to the signal ratio; further: potency means the concentration at half of the fitted maximal effect; on the % scale 0 is the no-effect control and ±100 the full control effect
#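 His-tagged MBNL1 binding to biotinylated (CUG)12 RNA was measured by TR-FRET using terbium anti-His antibody (0.055 ng/ul final) and streptavidin-XL665 (5 nM final). Compounds were titrated 92 nM to 58 uM; 60 min at room temperature.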
# Coupling enz = qHTS Assay for Inhibitors of Fructose-1,6-bisphosphate Aldolase from Giardia Lamblia: Coupling assay counterscreen; coupling enzyme system counterscreen, AmpLite Red fluorescence; activity change, negative = inhibition, % at 58.2 µM, hits read low; hit rate 0.67% among 290,000; AID 2472, 2010; in the data active means activity change below about -30%; further: on the % scale 0 is the no-effect control and ±100 the full control effect
#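 Coupling enzymes only (glyceraldehyde-3-phosphate) + compound, at 57.5 uM final, 10 min RT; add substrate/coupling/AmpLite Red mix, 20 min RT; fluorescence ex 525/em 598 nm. Actives flag coupling-system interference.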
# TRPV1 agonist = HTS Assay for Compounds that Act as Agonists of the Vanilloid Receptor 1 | Transient receptor potential cation channel subfamily V member 1 (Homo sapiens), Q8NER1 | TRPV1-expressing cells, Fluo-8 calcium influx, agonist mode | activation, % at 8.33 µM | hit rate 0.19% among 320,000; in the data active means activation above about 80%; inconclusive means between about 30% and that limit; further: 0% is about no effect
#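 Fluo-8 calcium influx in TRPV1-expressing cells, kinetic read (ex 480/em 520 nm). Compound added and read 3 min for agonist activity, followed by capsaicin at EC20 final and 2 min further read for enhancement.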
# GALK inh = qHTS Assay for Inhibitors of Human Galactokinase (GALK) | P51570 | Purified GALK, Kinase-Glo residual ATP luminescence | Potency, µM (top dose mostly 57.5 µM), for the others: at the highest dose activity change, negative = inhibition, actives largely listed as inhibitors | hit rate 0.007% among 270,000; further: potency means the concentration at half of the fitted maximal effect; on the % scale 0 is the no-effect control and ±100 the full control effect
#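 Compounds were pin-transferred into ATP buffer (35 uM final), then GALK plus galactose (5 nM, 100 uM final) was added. After 1 h at room temperature, Kinase-Glo Plus was added and luminescence read after 10 min.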
# Numbers without * were called inactive; i = inactive; ? = inconclusive; / = not tested or not shown; ! = not confirmed by another sample; [ ] = remark or other dose. Unless noted, the call rests on the fitted dose curve; in most records, active means well fitted curve in the direction sought with a large enough effect; inconclusive means small, poorly fitted or top-dose-only effect, or another doubt; inactive means no such curve, though single readings can be large; an effect the other way counts as inactive or inconclusive.
# The line under a structure holds: hERG WT inh	CXXC DNA block	A-T KAP1 phos	a7 integrin act	ASM inhibitor	KCNH2 3.1 block	MBNL1-CUG inh	Coupling enz	TRPV1 agonist	GALK inh
- CC(=O)N1CCc2cc(Br)cc(S(=O)(=O)N3CCc4ccccc43)c21
  -6	24%	1%	4%	-7%	14	-8%	-2	6	9%
- O=C1N(Cc2ccc(F)cc2)CCN1c1ccc(F)cc1
  0	6%	0%	28%	4%	-16	1%	0	?	-3%
- Cc1cc(SCC(=O)Nc2cccnc2Cl)nc2ccccc12
  -7	-1%	7%	-13%	-5%	-11	8%	0	7	7%
- Cc1ccc(-c2nnc(SCC(=O)Nc3cccc(C(=O)N4CCOCC4)c3)n2C)cc1
  -9	1%	5%	-21%	9%	5	/	3	0	-1%
- CCCCn1c(SCC(=O)NCCOC)nc2ccc(N3CCOCC3)cc2c1=O
  1	0%	3%	-2%	42%[activator]	2	7%	-37*	0	-1%
- COC(=O)CN1C(=O)Nc2ccc(C)cc2C1c1ccccc1 (configuration not stated)
  10	5%	-9%	2%	1%	-6	-5%	4	6	0%
- COc1cccc(-n2nnnc2SCC(=O)Nc2cccc(C)n2)c1
  -11	6%	8%	-14%	2%	-45	3%	0	3	5%
- NC(=O)c1ccsc1NC(=O)COC(=O)Cc1c[nH]c2ccccc12
  5	/	-1%	-15%	-5%	1	/	/	13	/
- Cn1c(SCC(=O)NN2C(=O)NC(C)(c3ccccc3)C2=O)nnc1-c1ccncc1 (configuration not stated)
  -1	/	-4%	-14%	9%	-2	/	/	/	/
- O=c1c2cnn(-c3ccccc3Cl)c2ncn1Cc1cccnc1
  -2	1%	-1%	-18%	-3%	5	0%	1	6	4%
- COc1ccc(Nc2nc3c(C)cccc3cc2C#N)cc1
  -2	-8%	6%	9%	-3%	-11	6%	1	0	7%
- CCOc1cc(S(=O)(=O)N2CCCCC2)ccc1F
  -8	2%	7%	12%	-3%	5	5%	-2	-4	-3%
- Cc1cccc(OCCOC(=O)C2CCN(S(=O)(=O)c3cccs3)CC2)c1
  12	-5%	?	15%	-6%	-5	2%	-2	3	-2%
- O=C(NCCCN1CCOCC1)c1ccc(NC(=O)C2COc3ccccc3O2)cc1 (configuration not stated)
  9	3%	6%	0%	-2%	6	-15%	4	3	4%
- O=C(c1ccc(Cn2c(=O)[nH]c3ccccc3c2=O)cc1)N1CCN(c2ccccn2)CC1
  -2	-4%	5%	-12%	1%	-4	-5%	1	-3	-1%
- CCCCN(C(=O)COC(=O)c1nc2nc(C)cc(C)n2n1)C1CCS(=O)(=O)C1 (configuration not stated)
  -6	/	-3%	-8%	-1%	0	/	/	1	/
- CCOC(=O)CSc1nc2cc3c(cc2cc1CC)OCCO3
  11	-1%	3%	6%	-7%	1	7%	-1	?	-2%
- CC(C)(O)[C@@H]1[C@@H]2C[C@@]3(CC[C@]4(C)C(CCC5[C@@]6(C)CC[C@H](O)C(C)(C)C6CC[C@]54C)[C@@H]13)C(=O)O2 (some centres not stated)
  1	/	/	0%	0%	4	/	/	/	/
- O=C(c1ccccc1)c1ccc(OCC(O)CNCc2ccc(Cl)cc2)cc1 (configuration not stated)
  17	?	-7%	-52%[inhibitor]	-1%	-2	-2%	-3	-5	-2%
- Cc1cc(C)c2c(n1)nn1c(NCCN3CCOCC3)cc(C)nc21
  -1	3%	25%	-8%	i	-3	-5%	-10	-1	3%
- COC(=O)CCC(=O)OC1(C)C(=O)C2=CN(C(CO)CO)C(c3ccc(OC)cc3)=CC2=C(Br)C1=O (configuration not stated)
  /	14%	-16%	/	/	/	?	-48*!	-1	-1%
- CCOC(=O)CN1C(=O)C(O)(CC(=O)c2ccc3c(c2)CCCC3)c2ccccc21 (configuration not stated)
  3	-1%	/	-1%	-2%	-8	6%	-1	1	0%
- CCOC(=O)c1c(CSc2ccc(C)cc2)oc2ccc(O)cc12
  2	-1%	16%	20%	-14%	2	/	2	-1	0%
- Cc1ccc(C(=O)NN=C2CCCC2)cc1C
  1	/	/	-9%	1%	9	/	/	/	/
- O=C1C=C(NCc2ccccc2)CCC1
  -11	0%	-1%	1%	2%	-17	-7%	0	0	-1%
- O=C(NCC1CCCO1)C(=O)N/N=C\c1ccc2c(c1)OCO2 (configuration not stated)
  -2	71%	1%	0%	2%	-37	?	/	-5	-10%
- CC(c1nnc(SCC(=O)Nc2ccc3[nH]c(=O)[nH]c3c2)n1Cc1ccccc1)N(C)C (configuration not stated)
  -3	5%	4%	3%	8%	-3	-2%	6	0	4%
- Cc1ccc(S(=O)(=O)N2CCN(C3CC4CCC3C4)CC2)cc1 (configuration not stated)
  4	13%	2%	?	5%	-14	2%	1	18	0%
- CCC(=Nc1ccccc1)C1=C(O)CC(C)(C)CC1=O
  /	3%	-2%	/	/	/	0%	1	9	-1%
- C=CCn1c(SCC(=O)c2ccc(O)c(O)c2)nnc1-c1cccc(C)c1
  -23	/	-6%	-11%	-4%	2	/	/	22	/

# Going on with the list:
# The line under a structure holds: hERG WT inh	CXXC DNA block	A-T KAP1 phos	a7 integrin act	ASM inhibitor	KCNH2 3.1 block	MBNL1-CUG inh	Coupling enz	TRPV1 agonist	GALK inh
- Cc1cccc(N(CC(=O)NCCSCc2ccccc2)S(C)(=O)=O)c1C
  3	-4%	0%	-16%	1%	-28	8%	0	3	0%
- FC(F)(F)c1nc(Sc2ncccc2C(F)(F)F)n[nH]1
  2	17%	6%	10%	-4%	1	/	-1	/	-4%
- CCc1ccc(OCC(O)CNC(C)(C)C)cc1 (configuration not stated)
  -11	2%	/	-15%	1%	-20	6%	3	2	1%
- COc1ccc(-c2cn(Cc3ccc(C(N)=O)cc3)c(-c3ccc(Cl)nc3)n2)cc1
  6	/	14%	-5%	8%	0	/	/	4	/
- Cc1ccc(OC(=O)N2CCOCC2)cc1
  3	4%	2%	-5%	0%	-1	7%	2	3	-4%
- COC(=O)C1=CN(c2cc(C)cc(C)c2)C=C(C(=O)OC)C1c1cccc(F)c1
  -1	?	-1%	-24%	i	-4	3%	0	7	6%
- COc1ccc([C@H]2[C@@H]3C=CCC[C@@]3(C)C(=O)N2Cc2ccccc2)cc1Cl
  2	-7%	16%	1%	-7%	15	-6%	0	15	-1%
- CCCCC(=O)Nc1ccc(C(=O)N(CC)c2ccccc2C)cc1
  1	5%	2%	-14%	-1%	11	5%	-1	4	-1%
- COc1ccccc1NC(=O)NCc1ccco1
  2	8%	0%	7%	-2%	-5	-4%	-1	2	0%
- C(=N\Nc1nc(N2CCCCC2)nc(N2CCCCC2)n1)/c1c[nH]c2ccccc12
  /	0%	-6%	-47%	?	-18	-4%	-15	18	-1%
- COc1ccc(C(=O)NN/C(C)=C/C(=O)c2ccccc2)cc1
  -2	-2%	-6%	6%	-5%	-3	-3%	-2	12	6%
- COc1nc(-c2ccccc2Cl)ccc1C#N
  2	5%	18%	10%	-3%	5	?	0	/	0%
- N/C(=N\OC(=O)COc1ccc(Cl)cc1Cl)c1ccccn1
  -8	12%	0%[11.5 µM]	0%	-1%	5	-1%	1	-1	0%
- COc1cccc(/C=C2\N=C(SC)SC2=O)c1OC
  -1	-25%	5%	12%	-3%	2	-5%	6	8	10%
- CC(C)(C)OC(=O)CC[C@@H](C(=O)N1CCN(C(=O)OC(C)(C)C)CC1)n1cc(C(CO)NC(=O)OC(C)(C)C)nn1 (some centres not stated)
  1	-16%	-4%	10%	1%	10	-2%	3	2	-1%
- Cc1ccc(C2(C)NC(=O)N(CC(=O)Nc3ccc(-c4nc5ccc(C)cc5s4)cc3)C2=O)cc1 (configuration not stated)
  -9	-24%	-14%	9%	90%[activator]	-9	59%[activator]	-1	-1	-2%
- COc1ccc(C(=O)NCCOc2cccc(OC)c2)cc1
  2	22%	2%	-6%	0%	-3	0%	0	6	0%
- O=C(COC(=O)c1cc[n+]([O-])cc1)Nc1ccc2c(c1)OCCO2
  8	0%	0%	9%	1%	11	16%	0	-2	-1%

# An unsorted share of the library; overall some 2% were active at least once.
